AMA1-RON2 inh: qHTS for Inhibitors of AMA1-RON; Towards Development of Antimalarial Drug Lead: Primary Screen | Plasmodium falciparum AMA1 (3D7) - RON2 peptide interaction | AlphaScreen AMA1-biotinylated RON2 peptide binding | Potency, µM (series often up to 58.2 µM), for inactives: top-dose activity change, negative = inhibition, usual class: inhibitors | 360,000 tested, 0.2% active | AID 720542, 2013;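 also: potency is read from the fitted curve at half-maximal effect; 0% = vehicle wells and -100% = peptide control; nearly all actives have a fitted effect of over 45% in size; some results filed as inactive show a strong effect at the top dose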
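AMA1 (3D7) with his tag at 25 nM final met compounds first, then biotinylated RON2 peptide at 25 nM; detection used donor plus acceptor beads, 10 µg/mL apiece, read by AlphaScreen after 30 min at room temperature.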
HCMV antiviral: qHTS Assay for inhibitors of the human cytomegalovirus (HCMV); 410,000 tested, 4.5% active; activity change, negative = inhibition, % at 57.5 µM; HFF cells, HCMV-luciferase reporter, 72 h; active compounds read low; in the data active = activity change below about -60%; inconclusive = no clear call, values can overlap the other calls; inactive = above about -39%
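HFF cells seeded 16 h at 37C, treated with compounds, infected with luciferase-reporter HCMV at MOI 1 PFU/cell; luciferase read at 72 h post infection, normalized to buffer-only and Salinomycin controls.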
AmpC inh detg: qHTS Inhibitors of AmpC Beta-Lactamase (assay with detergent). P00811. AmpC hydrolysis of nitrocefin, absorbance 480 nm, 0.01% Triton. Potency, µM (doses to about 114 µM), inactives show at the top dose activity change, negative = inhibition, most hits filed as inhibitors. 370,000 tested, 0.041% active. AID 485294, 2010;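 also: potency is read from the fitted curve at half-maximal effect; 0% = no-compound wells and -100% = no-enzyme wells; nearly all actives have a fitted effect of over 25% in size; some results filed as inactive show a strong effect at the top dose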
Target sequence (P00811 whole entry, looked up): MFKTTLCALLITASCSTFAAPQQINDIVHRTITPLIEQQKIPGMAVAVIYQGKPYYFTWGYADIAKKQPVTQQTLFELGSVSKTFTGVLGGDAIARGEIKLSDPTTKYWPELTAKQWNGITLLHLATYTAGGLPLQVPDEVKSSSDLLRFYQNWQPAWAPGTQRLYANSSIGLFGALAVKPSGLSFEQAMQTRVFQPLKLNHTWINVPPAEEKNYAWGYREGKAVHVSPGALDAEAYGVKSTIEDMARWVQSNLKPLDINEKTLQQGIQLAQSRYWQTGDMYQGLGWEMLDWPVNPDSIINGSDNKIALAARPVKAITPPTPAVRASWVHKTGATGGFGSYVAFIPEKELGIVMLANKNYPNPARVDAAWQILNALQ
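20 mM phosphate pH 7.0 + 0.01% (detergent screen) or 0.0001% Triton X-100; 5.3 nM AmpC reagent; cpd preinc 15 min RT; nitrocefin (800 uM stock) to start; A480 q20 s × 4 min; Activity was normalised to no-enzyme and no-compound control wells.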
AmpC no deterg: qHTS Inhibitors of AmpC Beta-Lactamase (assay without detergent); P00811; AmpC nitrocefin hydrolysis, absorbance 480 nm, 0.0001% Triton; Potency, µM (series often up to 57.1 µM), for the others: at the top dose activity change, negative = inhibition, most hits filed as inhibitors; 330,000 tested, 0.52% active; AID 485341, 2010;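 also: potency is read from the fitted curve at half-maximal effect; plate controls were no compound for no effect and no enzyme for full effect; nearly all actives have a fitted effect of over 20% in size; some results filed as inactive show a strong effect at the top dose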
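AmpC (5.3 nM in the dispensed reagent) in 20 mM phosphate pH 7.0 with 0.01% (detergent screen) or 0.0001% Triton X-100 was preincubated with compounds for 15 min at room temperature. Nitrocefin was then added from an 800 uM solution, and hydrolysis was followed at 480 nm.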
Sm TGR block: qHTS Assay for the Inhibitors of Schistosoma Mansoni Peroxiredoxins | Schistosoma mansoni thioredoxin glutathione reductase (TGR), Q962Y6 | purified TGR, DTNB reduction, TNB absorbance 405 nm | Potency, µM (top dose mostly 114 µM), for inactives: at the top dose activity change, negative = inhibition, actives largely listed as inhibitors | AID 485364, 2010 | 360,000 tested, 3% active; also: potency is read from the fitted curve at half-maximal effect; nearly all actives have a fitted effect of over 60% in size
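Kinetic colorimetric format: TGR-catalysed, NADPH-driven DTNB reduction monitored via TNB absorbance. Enzyme dispensed at 20 nM; compound exposure 15 min at room temperature before reaction start.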
Tb PYK inh: qHTS of Trypanosoma Brucei Inhibitors. Potency, µM (titrated, usually from 76.8 µM), for inactives: at the top dose activity, negative = inhibition, usual class: inhibitors. AID 624173, 2012. 410,000 tested, 0.12% active. TbPYK enzyme, Kinase-Glo Plus ATP luminescence, 45 min; also: potency is read from the fitted curve at half-maximal effect; nearly all actives have a fitted effect of over 50% in size
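Luminescence from Kinase-Glo Plus, added after a 45-minute room-temperature reaction, served as the end-point read-out. The enzyme and substrate were preincubated with compound before ADP (130 uM final) initiated turnover. Concentration-effect curves came from normalized qHTS data.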
LmPK inh: qHTS Assay for Inhibitors of Leishmania Mexicana Pyruvate Kinase (LmPK). Q27686. purified LmPK, Kinase-Glo ATP luminescence, 1 h. Potency, µM (top dose mostly 57.5 µM), for the others: at the highest dose activity change, negative = inhibition, hits mostly inhibitors. 290,000 tested, 0.37% active. AID 1721, 2009; also: potency is read from the fitted curve at half-maximal effect
Target sequence (Q27686 whole entry, looked up): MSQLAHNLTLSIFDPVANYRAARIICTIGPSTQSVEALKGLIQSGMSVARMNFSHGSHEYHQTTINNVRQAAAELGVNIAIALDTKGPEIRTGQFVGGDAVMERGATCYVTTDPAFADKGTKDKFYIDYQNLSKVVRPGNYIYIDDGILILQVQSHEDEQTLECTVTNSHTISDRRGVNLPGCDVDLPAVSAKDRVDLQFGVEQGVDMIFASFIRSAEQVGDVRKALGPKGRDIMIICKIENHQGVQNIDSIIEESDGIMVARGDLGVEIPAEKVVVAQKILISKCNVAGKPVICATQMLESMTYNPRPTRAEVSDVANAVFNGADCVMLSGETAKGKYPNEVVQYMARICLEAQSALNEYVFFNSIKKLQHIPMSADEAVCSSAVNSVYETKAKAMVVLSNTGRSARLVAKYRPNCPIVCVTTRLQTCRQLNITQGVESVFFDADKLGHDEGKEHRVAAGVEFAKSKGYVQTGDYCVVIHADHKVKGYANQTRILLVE
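Pyruvate kinase activity monitored as ATP production (luciferase luminescence). Conditions: 0.1 nM enzyme, 0.5 mM PEP, 0.1 mM ADP, 1 h, RT; normalized against uninhibited and no-enzyme wells.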
Numbers without * were called inactive; ? = inconclusive; . = not tested or not shown; & = joins results of further samples; [ ] = another dose, or the depositor's remark. Unless noted, calls follow the shape of the dose curve; as a rule, active = well fitted curve in the direction sought with a large enough effect; inconclusive = small, poorly fitted or top-dose-only effect, or another doubt; inactive = no such curve, though single readings can be large; an effect the other way counts as inactive or inconclusive. Unless noted, % is scaled to controls: 0 for no effect and ±100 for the full control effect. Not a hit list; any-hit rate near 7.4%.

item	canonical_smiles	AMA1-RON2 inh	HCMV antiviral	AmpC inh detg	AmpC no deterg	Sm TGR block	Tb PYK inh	LmPK inh
1	C/C(=N\NC(=O)C(=O)Nc1cccc(C(F)(F)F)c1)c1ccc(Cl)s1	-2%	-27	-6%	-9%	7%	-3%	1%
2	O=c1[nH]n(-c2ccc([N+](=O)[O-])cc2)c(=O)c2ccccc12	-22%	?	-7%	-21%	.	1%	2%
3	Cc1nc(N2CCN(c3ccccn3)CC2)c2c(C)c(C(=O)Nc3ccc(Cl)cc3)sc2n1	-4%	?	-11%	-20%	0%	0%	-4%
4	C/C(=N\NC(=O)c1nnn(-c2nonc2N)c1CN(C)c1ccccc1)c1cccs1	68%[activator]	0	-7%	?	5%	-10%	-4%
5	CCN(c1ccccc1)c1nc2nonc2nc1NCCO	-5%	-18	4%	2%	0%	0%	-4%
6	CCn1cc(-c2n[nH]c(=S)n2-c2ccc(C)cc2Br)c(=O)c2ccc(C)nc21	51%[activator]	17	7%	-11%	6%	?	7.9µM*
7	CCCCSCCCNC(=O)c1ccc(CS(=O)(=O)c2ccc(OC)cc2)o1	-21%	-38	1%	23%	-20%	0%	4%
8	Cc1cc2oc(=O)cc(CN3CCOCC3)c2cc1O	2%	-18	0%	-15%	-3%	3%	4%
9	O=[N+]([O-])c1ccc(N2CCNCC2)cc1N1CCCCCC1	-19%	4	-10%	1%[2.29 µM]	0%	-6%	-1%
10	COc1ccc(Cl)cc1NC(=O)CN(C)C(=O)c1cccc(S(=O)(=O)N2CCN(C)CC2)c1	4%[11.6 µM]	-2	.	118%[activator]	.	-3%	.
11	CC(=O)Nc1ccc(S(=O)(=O)N2CCC(C(=O)NC3CCCC3)CC2)cc1	6%	25	-5%	-1%	-5%	-5%	0%
12	CNC(=O)c1ccc(NC(=O)CN2c3cccc4cccc(c34)S2(=O)=O)cc1	-8%	-26	-12%	-13%	7%	4%	.
13	Cc1ccc(-c2nc(CS(=O)(=O)CC(=O)N3CCN(c4ccccc4)CC3)c(C)o2)cc1	.	?	21%	.	-3%	3%	.
14	COC(=O)c1cccc(NC(=O)c2ccc[n+]([O-])c2)c1	-6%	50	?	9%	-1%	-1%	1%
15	Cc1csc(=O)n1CC(=O)OC(C)C(=O)Nc1cccc(Cl)c1 (stereo not given)	-18%	-20	-15%	-17%	5%	-3%	.
16	Cc1ccc(Cl)cc1NC(=O)Cn1c(=O)c(CNc2ccccc2)cc2cc3c(cc21)OCCO3	.	-16	11%	.	-32%	-13%	.
17	NCCCCC(NC(=O)C1CCCN1C(=O)C1CSSCC(N)C(=O)NC(Cc2ccc(O)cc2)C(=O)NC(Cc2ccccc2)C(=O)NC(CCC(N)=O)C(=O)NC(CC(N)=O)C(=O)N1)C(=O)NCC(N)=O (stereo not given)	.	.	?	-22%	-14%	3%&-3%	3%
18	CCCCOc1ccc(-c2nnn(CC(=O)NCc3ccco3)n2)cc1	-4%	28	-11%	-8%	-6%	2%	0%
19	O=C(CSc1nnnn1C1CCCC1)N1CCCc2ccccc21	5%	-18	8%	-4%	-25%	2%	2%
20	CSCC[C@H](NC(=O)OC(C)(C)C)c1nnc(SCC(N)=O)o1	32%[activator]	0	?	11%	0%	-7%	-4%
21	FC(F)(F)c1cccc(NC(=S)NNC(=S)Nc2ccc(Cl)cc2)c1	.	.	10%	-45%	11%	.	0%
22	CN(C)CCN(Cc1cc2cc3c(cc2[nH]c1=O)OCO3)C(=S)NCC1CCCO1 (stereo not given)	-2%	-9	0%	-6%	2%	-16%	6%
23	CCOc1cc(C(N)=O)cc(Br)c1OC	9%	-31	-9%	-3%	-10%	-5%	-2%
24	Cc1ccc(S(=O)(=O)N2CCN(c3ccc([N+](=O)[O-])c4cccnc34)CC2)cc1	-3%	4	-2%	-20%	-8%	-3%	-1%

Four compounds out of the list, sorted by formula weight, highest first:
item	canonical_smiles	AMA1-RON2 inh	HCMV antiviral	AmpC inh detg	AmpC no deterg	Sm TGR block	Tb PYK inh	LmPK inh
10	COc1ccc(Cl)cc1NC(=O)CN(C)C(=O)c1cccc(S(=O)(=O)N2CCN(C)CC2)c1	4%[11.6 µM]	-2	.	118%[activator]	.	-3%	.
22	CN(C)CCN(Cc1cc2cc3c(cc2[nH]c1=O)OCO3)C(=S)NCC1CCCO1 (stereo not given)	-2%	-9	0%	-6%	2%	-16%	6%
2	O=c1[nH]n(-c2ccc([N+](=O)[O-])cc2)c(=O)c2ccccc12	-22%	?	-7%	-21%	.	1%	2%
8	Cc1cc2oc(=O)cc(CN3CCOCC3)c2cc1O	2%	-18	0%	-15%	-3%	3%	4%

Remaining list, next part.
item	canonical_smiles	AMA1-RON2 inh	HCMV antiviral	AmpC inh detg	AmpC no deterg	Sm TGR block	Tb PYK inh	LmPK inh
25	Cc1cc(NNC(=O)c2ccccc2)nc(NNC(=O)c2ccccc2)n1	42%[activator]	-6	-2%	47%	0%	3%	1%
26	CC(=O)Nc1cncc(-c2ccccc2C(C)=O)n1	11%	-17	.	.	.	-6%	.
27	CCCN1C2CCCC1CC(NC(=O)Nc1cccc(C(C)=O)c1)C2 (stereo not given)	2%	41	-14%	-16%	1%	3%	-1%
28	CCN(CCCNC(=O)c1nn(-c2ccc(C)cc2)c(=O)c2c1c1ccccc1n2C)c1cccc(C)c1	.	12	3%	.	9%	-14%	.
29	CCCCOc1nnc(-c2ccc(OCC)cc2)c2ccccc12	.	0	-12%	.	11%	2%	.
30	C[C@H](NC(=O)c1nc[nH]c1C(=O)NCC(=O)OC(C)(C)C)C(=O)OC(C)(C)C	87%[activator]	15	-4%	74%[activator]	7%	8%	3%
31	COCCNC(=O)Cc1ccc(Br)cc1	10%	49	-3%	-7%	-10%	0%	0%
32	COCCn1c(=NC(=O)c2ccc(S(=O)(=O)N3CCc4ccccc4C3)cc2)sc2cc(S(N)(=O)=O)ccc21	1%	-19	?	-31%	1%	-8%	4%
33	CCN(CC)c1ccc(C2Nc3cccc4cccc(c34)N2)c(O)c1	-5%	46	-3%	-18%	22µM*	-9%	0%
34	CCn1c(-c2cc(-c3cc(C)ccc3C)nc3ccccc23)n[nH]c1=S	1%	-2	?	-3%	18%	-23%	1%
35	Cc1cccc(-c2nc(CSCC(=O)N3CCN(c4cccc(C)c4C)CC3)c(C)o2)c1	.	-65*	14%	.	-2%	1%	.
36	COCc1ccc(-c2c(-c3cccc(OC)c3)sc3ccc(OC)cc23)cc1	-2%	13	5%	-6%	-23%	5%	.
37	O=C(Cc1ccc(F)cc1)NC1CCCCCC1	2%	-27	-1%	94%	5%	-11%	8%
38	COc1ccc(CC(NC(C)=O)C(=O)NC2CCN(c3ncccc3[N+](=O)[O-])CC2)cc1 (stereo not given)	-2%	18	-15%	47%	-1%	3%	0%
39	CCC(CC)CN1CCC(CN2C(=O)C(=O)NC[C@@H]2CC(C)C)CC1	-7%	8	.	.	.	-11%	.
40	COc1ccccc1CNC(=O)CN(c1ccccc1OC)S(C)(=O)=O	.	-17	3%	.	-12%	2%	.
41	CC(C)OCCCn1c(=NC(=O)c2cccs2)c(C#N)cc2c(=O)n3ccccc3nc21	-3%	-15	2%	39%	5%	-6%	0%
42	O=S(=O)(Nc1nc2ccccc2nc1Cl)c1ccc(Br)cc1	0%	23	-2%	-27%	-21%	1%	-1%
43	CCC(=O)N1CCCc2cc(S(=O)(=O)Nc3ccc(C)c(C)c3)ccc21	.	-17	4%	.	3%	1%	.
44	CC1SC(C)C(=O)N(CC(=O)Nc2ccc3c(c2)OCO3)C1=O (stereo not given)	2%	-7	?	-16%	-18%	-6%	0%
45	Cc1cc(=O)oc2cc(OCc3ccc(C(=O)N4CCN(c5ccccc5)CC4)cc3)ccc12	-9%	-40	-2%	-22%	-11%	3%	-2%
46	Cc1cccc(NC(=O)CSc2nnc(CSc3nc(C)cc(C)n3)o2)c1	-7%	6	-13%	20%	-31%	8%	2%
47	CCC(NC(=O)c1ccccc1NC(=O)c1ccccc1)C(=O)NNC(=O)CSc1nc2ccccc2o1 (stereo not given)	134%[activator]	-17	?	-51%	-10%	1%	2%
48	Cc1nn(Cc2cccc(C(=O)O)c2)c(C)c1[N+](=O)[O-]	-12%	4	3%	-5%	-25%	-12%	1%
49	O=C(N/N=C1\CCCc2oc(C(=O)O)cc21)c1ccccc1	125%[activator]	12	5%	-20%	25%	1%	0%
50	O=c1c2cc3c(cc2nc2sc(Nc4ccc(F)cc4F)nn12)OCO3	.	4	5%	.	0%	1%	.
51	Cc1ccnc(NC(=O)Cn2c(=O)oc3ccccc32)c1	-6%	.	4%	-17%	2%	-5%	4%
52	Cc1nn(-c2ncc(C(F)(F)F)cc2Cl)c(=O)n1-c1ccc(F)cc1	-1%	13	?	-13%	3%	1%	0%
53	COC(=O)C1=C(C)Nc2nc(-c3ccccc3)nn2C1c1ccc(C)o1 (stereo not given)	-14%	44	-5%	-15%	?	-6%	7%
54	O=C(CCc1nnc(Cc2cccc(C(F)(F)F)c2)o1)NC1CC1	-4%	-28	5%	0%	12%	1%	-2%
55	CCOC(=O)/C(C#N)=C/c1ccc(N2CCN(Cc3ccccc3)CC2)cc1	1%	27	-11%	-9%	3%	-5%	1%
56	Cc1c(C(=O)NCCSCc2ccc(F)cc2)cnn1-c1ccc(Cl)cc1	1%	-33	7%	-15%	6%	2%	-6%
57	CC(=O)c1ccc(NC(=O)CCc2nnc3ccc(NCc4ccco4)nn23)cc1	14%	46	?	-3%	-17%	0%	-2%
58	O=C(NCc1ccco1)C(NS(=O)(=O)c1cccc2nsnc12)c1ccccc1 (stereo not given)	6%	80	-8%	-17%	0%	-6%	2%
59	COc1ccc(NS(=O)(=O)c2cccc(C(=O)NNC(=O)NCCCl)c2)cc1	-2%	-65*	?	-37%	2%	-5%	0%
60	CCn1nc(C)c(/C=N/NC(=O)Cn2cncn2)c1C	1%	6	-8%	-4%	0%	1%	-2%
61	CCCCN(C(=O)CSc1nnnn1C)C1CCS(=O)(=O)C1 (stereo not given)	1%	11	2%	-6%	10%	-3%	.
